PRMT1 inh: inhibitors of human PRMT1; recombinant PRMT1, activity-based probe fluorescence polarization; inhibition, % at 2.79 µM; 1.3% of 370,000 active;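 active = inhibition above about 21% made by adding two undisclosed values, limit read from the data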
SIAE inh: inhibitors of human sialic acid acetylesterase SIAE; Q9HAT2; inhibition, % at 9.66 µM; 0.69% of 370,000 active; SIAE FP-Rh probe binding, fluorescence polarization; AID 1053197;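 active = inhibition above a cutoff: mean of compounds within the control limits plus 3 SD of those, cut at about 17% in these data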;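 also: 0% = plate median of compound wells and 100% = probe without SIAE protein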
PG9 binder: binds the HIV-1 gp120 antibody PG9; TR-FRET gp120-PG9 antibody binding; inhibition, % at 6.7 µM; 0.43% of 360,000 active; AID 624416; in the data active = inhibition above about 8.5%
DDE Tn7 FP inh: inhibitors of Tn7 peptide binding to human fibrin DD(E). FP displacement of FITC-Tn7 peptide from fibrin DD(E); 0% = median of compound wells per plate. inhibition, % at 8.3 µM. 0.13% of 370,000 active;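 active = inhibition above the mean of compounds falling within the control limits plus 3 SD of them, cut at about 14% in these data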;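 also: 0% = plate median of compound wells and 100% = 10 µM Aha-Tn7 peptide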
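Measure: % inhibition scaled between sample-field median and high-control FP; Test system: human fibrin DD(E); Quantity: 2 µM final DD(E) protein; Doses: one dose, 8.3 µM nominal; Schedule: compound with protein 10 min, then 3 h after probe, room temperature; Detection: fluorescence polarization; Medium: Tris buffer with calcium and detergent, pH 7.8.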
TDP2 inh: blocks human TDP2 phosphodiesterase activity | 0.34% of 370,000 active | AID 720702 | recombinant TDP2, T5PNP hydrolysis, p-nitrophenol absorbance 415 nm | inhibition, % at 12.8 µM;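 active = inhibition above the mean of all tested compounds plus 3 SD, set per campaign, cut at about 25% in these data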;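 also: 0% = DMSO with enzyme and 100% = buffer with substrate but no TDP2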
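Test system: human TDP2 enzyme; Input: 120 nM TDP2 per well; Buffer or medium: Mg2+-containing Tris-HCl buffer, pH 7.5; Reagent: 5 mM T5PNP; Dosing: 12.8 µM single point, 1% DMSO; Incubation: reaction 2 h, 37 °C; Detection: p-Nitrophenol epi absorbance; Read-out: % inhibition relative to enzyme-containing and enzyme-free wells; Replicates: single well per compound.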
mABHD4 FP: inhibitors of mouse ABHD4; Q8VD66; purified mABHD4, FP-Rh probe fluorescence polarization; inhibition, % at 8.92 µM; 0.54% of 370,000 active;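 active = inhibition exceeding the mean over every tested compound plus 3 SD, cut at about 30% in these data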;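 also: 0% = plate median of compound wells and 100% = S159A mutant with DMSO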
Target sequence (Q8VD66 whole entry, looked up): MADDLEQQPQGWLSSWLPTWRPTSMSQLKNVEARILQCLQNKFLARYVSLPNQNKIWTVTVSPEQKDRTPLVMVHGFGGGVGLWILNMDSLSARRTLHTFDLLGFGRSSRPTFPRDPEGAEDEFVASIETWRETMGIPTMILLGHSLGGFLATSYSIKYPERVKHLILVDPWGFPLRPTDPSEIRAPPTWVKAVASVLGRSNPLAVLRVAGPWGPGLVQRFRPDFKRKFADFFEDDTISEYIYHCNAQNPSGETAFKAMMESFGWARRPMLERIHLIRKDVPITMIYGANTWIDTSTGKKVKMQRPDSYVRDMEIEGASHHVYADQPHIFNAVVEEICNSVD
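Doses – 8.92 µM, single dose · Material – wild-type mouse ABHD4 protein · Replication – single well per compound (singlicate) · Measure – percent inhibition of probe binding, normalized to plate controls · Schedule – 45 min compound pre-incubation plus 60 min probe step, 25 °C · Detection – fluorescence polarization with parallel and perpendicular emission, 525/598 nm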
TCR CD3 inh: human TCR-CD3 binding inhibition; inhibition, % at 9.4 µM; AID 651800; TAMRA-labeled TCR probe fluorescence, biochemical; 0.37% of 360,000 active; in the data active = inhibition above about 19%;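 also: recombinant mutant TCR 2C K166C tagged with TAMRA read by polarization; 0% = receptor in buffer alone and 100% = receptor with positive control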
HTRA1 inh: blocks human HTRA1 serine peptidase. Q92743. recombinant HTRA1, FP-rhodamine activity-based probe, fluorescence polarization. inhibition, % at 5.96 µM. 0.5% of 340,000 active. AID 504803; in the data active = inhibition above about 36%;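 also: 0% = enzyme with DMSO and 100% = wells lacking enzyme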
Target sequence (Q92743 whole entry, looked up): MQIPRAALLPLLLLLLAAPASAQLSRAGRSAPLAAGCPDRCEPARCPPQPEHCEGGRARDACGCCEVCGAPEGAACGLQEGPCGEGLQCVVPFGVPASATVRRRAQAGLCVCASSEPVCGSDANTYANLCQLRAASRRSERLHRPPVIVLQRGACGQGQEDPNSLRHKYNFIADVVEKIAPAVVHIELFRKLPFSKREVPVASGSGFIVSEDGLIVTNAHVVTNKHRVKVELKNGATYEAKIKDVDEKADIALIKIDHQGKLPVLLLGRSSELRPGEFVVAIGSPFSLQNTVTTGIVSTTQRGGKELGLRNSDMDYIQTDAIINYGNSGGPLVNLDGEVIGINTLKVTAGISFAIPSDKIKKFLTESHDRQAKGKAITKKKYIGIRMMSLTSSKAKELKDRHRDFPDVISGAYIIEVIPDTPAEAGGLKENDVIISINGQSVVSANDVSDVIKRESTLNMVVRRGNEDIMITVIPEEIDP
UHRF1 binding: human UHRF1 methylated DNA binding inhibitors; inhibition, % at 4.4 µM; 0.75% of 370,000 active; UHRF1 binding to methylated oligo, TR-FRET; AID 687016; in the data active = inhibition above about 21%;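 also: UHRF1 SRA domain binding a hemimethylated CpG hairpin DNA probe; 0% = median of test compound wells and 100% = reference inhibitor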
LEDGF integ inh: blocks HIV-1 LEDGF/p75-dependent DNA integration; TR-FRET IN-LEDGF/p75 DNA integration, Eu/Cy5; inhibition, % at 3.7 µM; 0.64% of 370,000 active; AID 743269;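 active = inhibition above the screen-wide mean plus 3 SD, cut at about 13% in these data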;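 also: signal is the Cy5 over europium emission ratio at 671 and 618 nm; 0% = plate median of compound wells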
* hit, by the source's call; / = no result given.

SMILES	PRMT1 inh	SIAE inh	PG9 binder	DDE Tn7 FP inh	TDP2 inh	mABHD4 FP	TCR CD3 inh	HTRA1 inh	UHRF1 binding	LEDGF integ inh
CCOC(=O)c1c(C)n(C)c2ccc(OC)c(NS(=O)(=O)CC)c12	-2.4	5.6	-2.6	-8.9	-7.7	6.1	-3.7	4.6	-2.0	6.3
COc1cc(C=O)ccc1Oc1nc(Nc2ccc(F)cc2F)nc(N2CCOCC2)n1	-1.5	-5.0	-0.4	0.1	-7.0	-10.3	6.6	/	-1.1	0.2
O=C(Cc1ccccc1)NCCCc1ccccc1	1.6	-2.9	0.2	2.2	14.2	1.2	5.0	-1.3	0.3	0.9
COc1ccc(N2CCN(C(=O)CN3C(=O)COc4ccccc43)CC2)cc1	1.0	-5.9	-0.5	-7.2	15.4	-1.5	0.3	0.3	1.2	2.2
CN(C)CCCNc1cc(C(C)(C)C)nc2c(-c3ccccc3)cnn12	0.6	2.3	-2.1	-1.4	-5.0	14.8	1.5	36.5*	-0.8	-2.9
O=C(NCc1ccccn1)C1Nc2ccc(OC(F)(F)F)cc2C2C=CCC12 (centres undefined)	33.5*	17.4*	0.8	6.2	10.8	48.0*	-7.1	42.9*	-7.5	0.9
COCc1cc(=O)n2[nH]c(-c3cccs3)cc2n1	-1.3	5.1	0.6	-6.6	-8.7	-0.8	-2.6	10.7	5.0	2.1
O=C(Nc1ccncc1)Nc1ccc(Cl)cc1	-1.2	-8.8	-0.9	-0.1	-6.2	-7.9	5.9	-11.6	-1.2	0.9
CNC(=O)NC(=O)CSc1ccc(S(=O)(=O)N2CCOCC2)cn1	1.9	-3.5	1.7	-0.6	3.9	5.0	6.4	7.5	-1.1	0.0
COCCNC(=O)c1ccccc1NC(=O)Nc1ccccc1	-2.8	3.7	-0.2	6.9	-0.1	1.2	3.4	-12.6	1.1	-1.5
CN(C)/C=C/C(=O)c1ccc(Cl)c([N+](=O)[O-])c1	0.6	-0.8	0.8	2.2	4.5	7.0	0.7	-5.8	-0.8	0.0
COC(=O)CC(=O)CSc1nc2c(cc1C#N)CCCCC2	3.0	8.8	0.5	1.2	6.4	5.8	-2.5	-7.8	-0.4	0.6
COc1ccccc1C(C)NCC(=O)Nc1ccccc1C(F)(F)F (centres undefined)	-5.8	-3.2	1.8	7.8	5.8	-6.7	4.6	-4.0	-0.6	3.6
O=C(COc1ccc(Br)cc1)N1CCc2ccccc2C1	3.4	1.5	0.3	5.3	3.5	-2.9	-9.2	-6.5	2.8	-2.8
c1ccc(NCc2nc(-c3ccccc3)no2)cc1	0.3	-2.0	0.3	-6.2	0.0	-7.3	-1.0	-4.7	-1.9	2.3
COc1ccc(CSCC(=O)N/N=C/c2ccccc2O)cc1	-1.7	7.3	-0.5	-4.0	-4.1	6.6	0.6	2.9	3.6	-1.3
C=CCNC(=O)C1CC(=O)N(c2ccc(OCC(=O)Nc3ccccc3)cc2)C1 (centres undefined)	1.0	18.4*	0.8	3.5	-1.6	5.4	4.3	-10.1	2.5	-1.1
C=CCNC(=O)C1CC(=O)N(c2ccc(C)cc2)C1 (centres undefined)	-3.3	-2.2	-0.1	6.3	6.5	1.1	2.1	1.4	-2.1	-1.3
COc1cc(/C=C2\CC/C(=C\c3ccc(OCCO)c(OC)c3)C2=O)ccc1OCCO	-7.7	-10.1	-8.6	-9.4	3.8	-15.6	-5.7	-29.9	-14.1	2.4
COc1ccc(C(C)=O)cc1CC1(C)C(=O)Nc2ccc(OC(F)(F)F)cc21 (centres undefined)	-0.5	-1.2	-0.6	4.9	-1.8	-4.2	-0.8	/	1.9	-0.8
Cn1c(NNC(=O)CCC2CCCCC2)cc(=O)n(C)c1=O	3.8	9.2	-0.6	-2.5	8.5	-2.8	-4.7	1.2	-1.4	-4.0
CCC(=O)Nc1ccc2oc(-c3cccnc3)nc2c1	2.8	-1.7	1.4	4.6	-0.7	-1.7	-1.8	4.5	-8.2	-2.3
COc1ccc(C(C(=O)NC2CCCCC2)N(CC2CCCO2)C(=O)C2COc3ccccc3O2)cc1OC (centres undefined)	-2.1	8.9	1.4	-2.6	8.1	5.4	-1.2	-6.3	-0.9	1.4
COc1ccc(-n2c(SCC(=O)Nc3ccccc3-c3ccccc3)nnc2-c2cccnc2)cc1	-3.5	4.7	/	6.9	-3.4	7.2	/	/	1.2	-1.5
CCCCOC(=O)c1ccc(NC(=O)c2c(OC)cccc2OC)cc1	-1.9	-4.1	-3.0	-5.2	-2.1	-36.6	-0.9	-17.4	1.0	0.9
C#CCNC(=O)C[C@H]1C[C@@]2(C(=O)OC)C(=C[C@H](C3CCCC3)O[C@@H]2C)N(CCc2ccc(OC)c(OC)c2)C1=O	-0.9	-2.9	/	-6.2	-4.2	4.3	/	/	-0.7	-4.4
COc1cc(/C=C(\NC(C)=O)C(=O)N2CCCCC2)ccc1OC(C)=O	-1.5	9.4	-1.5	-5.2	-1.2	-6.2	7.9	-2.9	-2.8	2.4
O=S(=O)(Nc1c(O)ccc2ccccc12)c1ccc(F)cc1	13.8	12.6	-0.1	1.0	24.9*	17.0	-5.1	8.3	3.2	-1.1
CCOCCCNC(=O)C1CCCN1S(=O)(=O)c1ccc(Cl)cc1 (centres undefined)	-1.4	6.1	1.6	-0.4	4.6	7.2	-5.7	2.4	-2.1	1.7
O=C1[C@H](Cc2ccccc2)NCC=CC[C@H](c2ccco2)N1Cc1ccccc1	1.6	3.8	0.9	15.7*	-1.2	-1.0	6.7	-7.8	-2.7	-0.3
O=C1c2ccccc2C(=O)N1CC(=O)N1c2ccccc2Sc2ccccc21	4.9	-44.9	0.8	4.2	-10.3	-13.4	-4.6	-7.1	5.6	0.0
CCc1ccc(NC(=O)C(NS(=O)(=O)c2ccc3c(c2)CCN3C(C)=O)C(C)C)cc1 (centres undefined)	0.1	-5.4	-2.9	2.8	17.7	-0.7	-0.1	8.9	-1.4	1.1
O=C(Nc1ccc(F)cc1)N1CCN(C(=O)C2CCCO2)CC1 (centres undefined)	7.8	-3.0	0.1	5.2	-12.3	-10.4	-8.1	4.1	4.0	-9.1
Clc1ccccc1N1CCN(Cc2ccco2)CC1	-2.5	-1.8	0.0	1.1	7.2	0.7	-4.4	10.5	-2.0	-2.7
Cc1ccc(S(=O)(=O)c2c(N)n(C)c3nc4ccccc4nc23)cc1	0.3	-0.2	-2.1	3.4	9.7	-2.0	-4.4	-16.6	-6.1	-6.0
O=C(CSc1nc(-c2ccc(F)cc2)nc2ccc(F)cc12)Nc1cccc(C(=O)O)c1	-4.8	-21.0	7.8	-12.2	-16.7	-21.9	-2.3	-9.6	2.9	5.2
COc1ccc(NC(=O)C2CCCN(S(=O)(=O)c3cccs3)C2)cc1OC (centres undefined)	3.4	-3.1	-1.2	0.3	-12.9	-7.0	-1.4	-6.1	6.2	-6.4
COc1ccc(NS(=O)(=O)c2ccc3nc(COc4cccc5ccccc45)[nH]c3c2)cc1	2.6	-126.5	0.1	4.9	10.4	-92.9	0.1	-78.1	17.2	-0.6
Cc1c(C(=O)N2CCN(S(=O)(=O)c3ccccc3)CC2)oc2ccc(Br)cc12	-4.9	-3.5	0.9	-5.6	-6.4	-5.0	-0.5	-23.2	1.1	-0.5
O=C(O)c1oc2ccccc2c1CN1CCN(c2ccccc2)CC1	-0.8	3.7	-0.8	4.5	3.4	-2.9	4.2	0.3	0.8	0.2

Record cards, as listed above. Screens in order: PRMT1 inh	SIAE inh	PG9 binder	DDE Tn7 FP inh	TDP2 inh	mABHD4 FP	TCR CD3 inh	HTRA1 inh	UHRF1 binding	LEDGF integ inh
O=C(CSc1nc(-c2ccc(F)cc2)nc2ccc(F)cc12)Nc1cccc(C(=O)O)c1 in the list: -4.8	-21.0	7.8	-12.2	-16.7	-21.9	-2.3	-9.6	2.9	5.2
COc1ccc(NS(=O)(=O)c2ccc3nc(COc4cccc5ccccc45)[nH]c3c2)cc1 in the list: 2.6	-126.5	0.1	4.9	10.4	-92.9	0.1	-78.1	17.2	-0.6

Next section:
SMILES	PRMT1 inh	SIAE inh	PG9 binder	DDE Tn7 FP inh	TDP2 inh	mABHD4 FP	TCR CD3 inh	HTRA1 inh	UHRF1 binding	LEDGF integ inh
COc1cccc(C(=O)NN2C(=S)N(c3ccccc3)C(=O)C2CC(N)=O)c1 (centres undefined)	-6.7	-1.9	-3.0	-8.3	-0.6	-5.7	5.3	8.4	-2.6	3.5
COCCN1CCN(c2cc(-c3ccccc3)nc3cc(-c4cccc(F)c4)nn23)CC1	2.6	-23.6	2.3	2.2	-7.3	-38.0	-1.7	-62.1	-0.2	-3.4
CC(=O)Nc1ccc(C(=O)NCC(=O)OCc2c(F)cccc2Cl)cc1	-4.5	-2.0	-1.2	0.8	7.0	-9.8	-4.0	0.2	-3.6	-3.5
COc1ccc(NC(=O)c2sc(=O)n(Cc3ccc4ccccc4c3)c2C)cc1OC	1.3	3.6	0.3	-10.4	-4.0	2.5	9.8	/	-2.4	3.8
CSc1ccccc1C(=O)C1CCCN(Cc2cnn(-c3ccccc3)c2)C1 (centres undefined)	-5.4	-1.4	2.2	6.4	-0.6	3.9	3.6	-1.8	-0.2	2.3
CCOC(=O)N1CCC(=NNC(=O)COc2cccc(C)c2)CC1	1.8	3.3	-3.4	3.2	-11.9	1.6	-2.0	-4.8	-2.5	4.7
Fc1ccc(-c2nc3ccc(Br)cn3c2Cc2ccsc2)cc1	3.5	8.6	-2.2	-12.7	-7.6	10.2	13.2	/	2.7	5.1
CCOC(=O)N1CCN(C(=O)C2CCC(CNS(=O)(=O)c3ccc(Cl)cc3)CC2)CC1 (centres undefined)	2.5	-0.4	-0.8	1.0	5.3	4.7	-3.8	-0.9	0.3	0.9
COc1ccc(CNCCCn2cnc3c(OCc4ccccc4)ncnc32)cc1	0.4	5.4	3.1	0.1	10.0	4.7	-0.7	1.4	-2.4	0.2
CC1CC(C)(C)NC(=S)N1CCCC(=O)Nc1ccc(Cl)cc1 (centres undefined)	-1.6	1.9	-0.8	1.7	-12.6	-3.2	6.2	4.1	-0.4	0.4
CCOC(=O)C1C(=O)C=C(c2ccc(OC)cc2)CC1c1ccco1 (centres undefined)	3.9	-7.8	-1.5	-6.7	-8.7	1.6	4.8	-13.1	3.9	-3.6
CSc1ccccc1OCc1cc(C(=O)NC(C)CCn2cccn2)no1 (centres undefined)	1.7	-6.2	-2.0	11.6	-6.9	-0.6	-9.0	-7.8	1.2	-6.0
Cc1nc(C(F)(F)F)ccc1C(=O)N1CCCC(C(=O)O)CC1 (centres undefined)	-2.9	-9.7	0.8	1.9	-0.7	4.0	2.0	/	-0.1	-0.2

High-throughput results: PubChem, The Scripps Research Institute Molecular Screening Center
